TbREL1 inh: TbREL1 inhibition, primary screen; P86926; TbREL1 RNA ligation, FRET fluorescence; inhibition, % at 9.66 µM; 0.49% of 89,000 active; AID 1117264;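 active = inhibition above the mean inhibition across all screened compounds plus 3 SD, cut at about 11% in these data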;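 note: 0% = plate median of test wells and 100% = NSC42067 control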
Target sequence (P86926 whole entry, looked up): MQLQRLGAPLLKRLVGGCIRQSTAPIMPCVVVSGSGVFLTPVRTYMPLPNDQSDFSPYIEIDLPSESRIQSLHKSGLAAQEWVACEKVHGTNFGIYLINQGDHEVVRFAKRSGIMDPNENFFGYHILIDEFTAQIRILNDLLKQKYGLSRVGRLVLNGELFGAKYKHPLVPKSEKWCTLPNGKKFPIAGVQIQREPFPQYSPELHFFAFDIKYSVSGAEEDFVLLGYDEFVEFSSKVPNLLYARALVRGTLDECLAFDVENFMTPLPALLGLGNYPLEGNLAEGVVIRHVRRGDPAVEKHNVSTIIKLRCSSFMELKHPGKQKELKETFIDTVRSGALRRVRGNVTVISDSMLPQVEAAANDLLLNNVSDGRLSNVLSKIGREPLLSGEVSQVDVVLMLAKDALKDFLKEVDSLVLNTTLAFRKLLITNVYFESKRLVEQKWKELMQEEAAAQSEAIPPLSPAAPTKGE
Starred values were filed as active, the others as inactive. These rows are one share of the data; count on the stated rates, not on these rows.

SMILES	TbREL1 inh
CCOC(=O)C(C(=O)NCc1cccc(OC)c1)c1ncc(C(F)(F)F)cc1Cl (stereo not given)	-1
CC(C)c1ccc(C(C(=O)NC(C)(C)C)N(C(=O)CNC(=O)c2ccco2)c2cccnc2)cc1 (stereo not given)	-2
O=C(N/N=C/c1c(O)n(-c2ccccc2Cl)c(=O)c2ccccc12)c1cccnc1	-2
CCN(CC)C(=S)Nc1ccc(OC)cc1	0
CCOC(=O)c1[nH]c2ccc(OC)cc2c1C	-1
S=C(Nc1ccc2snnc2c1)N1CCN(c2ccccn2)CC1	-3
CCOc1ccccc1NC(=O)Cn1c(-c2ccc(Cl)cc2)noc1=O	1
COc1ccc(C)cc1NC(=O)c1nn(-c2ccccc2)cc1OC	0
C/C(=N\O)C(=O)NCCCNCCCN(C)C	7
COc1ccccc1-c1cccc([C@@H]2C[C@H]3[C@H](CON3C)CN2S(=O)(=O)c2ccccc2C)c1	-3
CC1CCCCC12NC(=O)N(CC(=O)Nc1ccc(OC(F)F)cc1)C2=O (stereo not given)	-1
Cc1ccc(C)c(NC(=S)N2CCC(NC(=O)c3ccco3)CC2)c1	2
c1ccc(CSc2snnc2-c2ccccc2)cc1	2
COCC(=O)Nc1ccccc1NC(C)=O	3
O=C1CC(C(=O)Nc2ccccc2)N=C(N2CCCCC2)N1 (stereo not given)	1
Cc1ccc(N(CC(=O)N2CCN(c3ccc(F)cc3)CC2)S(=O)(=O)c2c(C)noc2C)cc1	-5
NC(=O)C1CCN(c2nc(-c3ccc4c(c3)OCCO4)cs2)CC1	-3
COc1ccc(-n2nc(C(=O)NCC(=O)NCCCN3CCOCC3)c3ccccc3c2=O)cc1Cl	0
CC(C)c1ccc(/C=C/C(=O)O)cc1	5
COc1ccc(OCC(O)CNC(=O)Nc2ccccc2)cc1 (stereo not given)	1
Cn1c(C(=O)NCCCN2CCN(c3ccccc3F)CC2)cc2c(=O)n(C)c3ccccc3c21	1
O=C(NCc1cccnc1)C1CCC(CNS(=O)(=O)c2cccc3nsnc23)CC1 (stereo not given)	-1
CCOC(=O)c1cc(C(=O)OCC)c2cccc(C)n2c1=O	-1
CC(C)CN(C(=O)CCc1ccccc1Cl)c1c(N)n(Cc2ccccc2)c(=O)[nH]c1=O	-3
O=C1NC[C@@H](c2ccccc2)OC(=O)[C@H](Cc2ccc(F)cc2)CC/C=C/C[C@H]1CC(=O)N(CCO)Cc1ccccc1	-2

(continued)
SMILES	TbREL1 inh
Cn1c(=O)c(=O)n(C)c2cc(S(=O)(=O)NCCc3ccccc3)ccc21	4
CCn1cc(C(=O)O)c(=O)c2cnc(N3CCN(C(=S)NC(=O)c4ccc(OC)cc4)CC3)nc21	-2
CCC(C)Sc1ccc(-c2nc3cc(C)ccn3c2NC2CCCCC2)cc1 (stereo not given)	-4
O=C(NCc1ccc(Cl)cc1)C(=O)NCC1OCCCN1S(=O)(=O)c1cccs1 (stereo not given)	6
CC(=O)Cc1nsc(NC(=O)c2ccc(COc3ccccc3)o2)n1	-1
CCN1C(=O)C(F)(CC)C(=O)c2ccccc21 (stereo not given)	0
CN(C)S(=O)(=O)c1ccc(C(=O)NCCC(=O)N2CCCC2)cc1	5
COc1ccc(CCNC(=O)c2ccc(NC(=O)CC3SC(N4CCCC4)=NC3=O)cc2)cc1OC (stereo not given)	-4
COc1cc(NC(=O)C2CCCCC2)c2ncccc2c1	-1
C=CCn1c(SCC(=O)N2CCN(c3ccccc3)CC2)nnc1-c1ccco1	4
Cc1ccc(C)c(N(CC(=O)NCC2CCCO2)C(=O)CCC(=O)Nc2nccs2)c1 (stereo not given)	-1
CSCCC(NC(=O)c1cc(CC(C)C)oc1C)C(=O)O (stereo not given)	-2
Cc1cc(NC(=O)/C=C/C(=O)N(CC(=O)NC2CCCC2)c2ccc(F)cc2)no1	2
Cc1cc(C)c(C)c(OCC(=O)O/N=C(\N)c2ccncc2)c1	1
O=C(NCc1ccc(Cl)cc1)C1CCCO1 (stereo not given)	1
C/C(=N/NC(=O)c1ccc(Br)o1)c1cccc(NC(=O)c2ccc(C)o2)c1	0
O=C(O)CC1(CC(=O)Nc2cc(C(F)(F)F)cc(C(F)(F)F)c2)CCCCC1	4
Cc1cc(C)nc(NC(=O)CN2C(=O)c3ccccc3C2=O)n1	7
O=C(NC(C(=O)NCCN1CCOCC1)C12CC3CC(CC(C3)C1)C2)C1CCCCC1 (stereo not given)	-2
Fc1cccc(Cn2ccc3ccc(-c4ccc5ccn(Cc6cccc(F)c6)c5c4)cc32)c1	1
COC(=O)[C@]12C[C@H](CC(=O)NCc3cccs3)C(=O)N(CCC3=CCCCC3)C1=C[C@H](C1CCCC1)O[C@@H]2C	-3
Cc1ccc(NS(=O)(=O)c2ccc(Br)cc2)nc1	-2
Cc1nc(-c2ccc(NC(=O)/C=C\C(=O)O)cc2)cs1	5
CCOC(=O)c1ccccc1NC(=S)N1CCC(C(N)=O)CC1	0
COc1ccc(-c2nc(SCC(=O)N(CC(C)C)c3c(N)n(Cc4ccccc4)c(=O)[nH]c3=O)n[nH]2)cc1	5

(more compounds)
SMILES	TbREL1 inh
O=C(O)COc1ccccc1C=NNC(=O)Cc1cc(=O)[nH][nH]1	2
C/C(CC(=O)Nc1cccc2c1CCCC2)=N\NC(=O)Cc1ccccc1	-2
Cc1ccc(CNC(=O)C2CCN(c3nc(C)cc(C)n3)CC2)cc1	2
CN(C(=O)CSc1ncnc2ccccc12)C1CCS(=O)(=O)C1 (stereo not given)	6
C1CC1Cc1noc(CN2CCN(CC3CC3)CC2)n1	6
OC(COc1cccc(OCC(O)CN2CCOCC2)c1)CN1CCOCC1 (stereo not given)	5
O=C(Nc1ccc(S(=O)(=O)Nc2ncccn2)cc1)c1ccc(F)c(S(=O)(=O)N2CCOCC2)c1	0
COc1cc(C(=S)N2CCOCC2)cc(OC)c1OC(=O)c1ccc([N+](=O)[O-])cc1[N+](=O)[O-]	-6
Cc1cc(NC(=O)CSc2ccc3ccccc3c2)no1	3
CCN(c1ccc(NC(=O)c2cccc(S(=O)(=O)N3CCN(C)CC3)c2)cc1)C(C)C	-6
COc1ccccc1C1OC(c2cccc([N+](=O)[O-])c2)=NN1C(C)=O (stereo not given)	1
Cc1ccc(OCC(=O)Nc2cc(-c3nn4c(C)nnc4s3)ccc2C)cc1	-2
CN(c1ccc(F)cc1)S(=O)(=O)c1ccc(Cl)c(C(=O)OCC(=O)NC2CC2)c1	0
O=C1CC(NCc2ccc3c(c2)OCO3)C(=O)N1CCc1ccccc1 (stereo not given)	0
COc1ccc(/C=C(\C#N)c2nc3ccc(C)cc3[nH]2)cc1Oc1ccc(C(F)(F)F)cc1[N+](=O)[O-]	-4
O=C(OC1CC2CC1[C@H]1CCCCN1C2=O)N1CCOCC1 (stereo not given in full)	1
CCN(C(=O)CSc1nnnn1-c1ccc(Cl)cc1)C1CCS(=O)(=O)C1 (stereo not given)	2
O=C(O)Cn1cc(C(=O)C2CC2)c2ccccc21	5
C#CCNC(=O)C1=C[C@H](c2ccc(Br)cc2)[C@@H](CCCO)[C@H](OCC)O1	-1
CC1(C)Oc2ccc(C(=O)NC3CC3)cc2N(CC(=O)N2CCOCC2)C1=O	3
O=C(NCCN1C(=O)S/C(=C\c2cccnc2)C1=O)c1cc(S(=O)(=O)N2CCOCC2)ccc1F	1
CC(O)(c1ccccc1)C(C(c1ccccc1)N1CCOCC1)N1CCOCC1 (stereo not given)	-2
COCCNC(=O)C1Cc2c(ccc3ccccc23)O1 (stereo not given)	-1
COc1ccc(Br)cc1/C=N/NC(=O)c1nc(-c2ccccc2)n2c1CCCCC2	4
O=C(Cn1cnc2c(NCc3ccccc3)ncnc21)NCCCN1CCCC1=O	4

Remaining list, next part:
SMILES	TbREL1 inh
O=[N+]([O-])c1cccc(/C=N/n2c(-c3cccnc3)n[nH]c2=S)c1	-3
COc1cc(NC(=O)C2CCCN(S(=O)(=O)c3ccccc3)C2)cc(OC)c1 (stereo not given)	-1
O=C(NCCc1ccc(Cl)cc1)C1COc2ccccc2O1 (stereo not given)	1
C#CCOCCOCCOCCNc1nc(N2CCOCC2)nc(N2CCN(C(=O)[C@H]([C@@H](C)CC)n3cc([C@@H](N)CC(C)C)nn3)CC2)n1	5
Cc1ccc(CC(=O)Nc2ccc(Cl)cn2)cc1	-1
Cc1nc(/C=C\C(=O)O)c2cc(C)oc2n1	-2
COc1ccccc1N(C)S(=O)(=O)c1ccc(C(=O)N2CCC(C(N)=O)CC2)cc1	-3
Cc1ccc(S(=O)(=O)/N=C(/c2ccccc2)N2CCOCC2)c(C)c1	-3
COC(=O)[C@@]12C[C@@H](CC(=O)NCc3cccc(C(F)(F)F)c3)C(=O)N(Cc3cccc4ccccc34)C1=CCC(C)(C)C2	3
S=c1[nH]nc(-c2n[nH]c3c2CCC3)n1/N=C/C=C/c1ccccc1	-5
CCCN(CC1CC1)C(=O)CSc1ncnc2sccc12	0
CC1CCN(c2c(NCC3CCC(C(=O)NCc4ccccc4)CC3)c(=O)c2=O)CC1 (stereo not given)	-1
COc1ccccc1C(=O)Nc1ccc(S(=O)(=O)Nc2onc(C)c2C)cc1	-4
O=C(NC1CCCCN(Cc2ccc(Cl)cc2)C1=O)c1cccs1 (stereo not given)	3
COc1cc2oc(=O)cc(-c3ccc(-c4ccc(F)c(Cl)c4)cc3)c2c(OC)c1OC	4
Cc1c(C(=O)NCc2ccccc2C(F)(F)F)sc(=O)n1Cc1ccc(F)cc1	0
COc1ccc(NC(=O)c2c(N)no[n+]2[O-])cc1	0
COc1ccccc1OCCn1cc(/C=N/n2cnnc2)c2ccccc21	1
COc1ccc(-c2c(C)cc3oc(=O)cc(-c4ccccc4)c3c2C)cc1	7
Cc1ccc(-c2ccc(SCC(=O)N3CCN(c4ccccc4)CC3)nn2)cc1	0
Cc1cccc(C)c1NC(=O)C(=O)NCC1CCCN1S(=O)(=O)c1cccs1 (stereo not given)	5
COc1ccccc1N1CCN(C(=O)CSc2nc3ccccc3o2)CC1	-2
CCC(=O)C1=C(N2CCCC2)CC(C)(C)CC1=O	2
Cc1ccc(-n2ncc3c(=O)[nH]cnc32)c(C)c1	-1
COCCNc1nnc(SC(C)C(=O)Nc2ccc(-c3nc4ccc(C)cc4s3)cc2)s1 (stereo not given)	-1

At a glance, some entries already given.
SMILES	TbREL1 inh
COc1ccccc1C(=O)Nc1ccc(S(=O)(=O)Nc2onc(C)c2C)cc1	-4
O=C(NC1CCCCN(Cc2ccc(Cl)cc2)C1=O)c1cccs1 (stereo not given)	3
COc1cc2oc(=O)cc(-c3ccc(-c4ccc(F)c(Cl)c4)cc3)c2c(OC)c1OC	4

Continued:
SMILES	TbREL1 inh
c1ccc(-c2nn3c(-c4ccco4)nnc3s2)nc1	3
C/C(=N\NC(=O)C1CCCC1)c1ccc(Cl)cc1Cl	4
O=c1c2[nH]c3ccc(Cl)cc3c2ncn1Cc1ccccn1	-1
O=C(Cc1nn[nH]n1)NCc1ccccc1Cl	-1
COc1ccc(C(=O)NC(CC(=O)O)c2cc([N+](=O)[O-])ccc2Cl)cc1 (stereo not given)	-3
O=C(NCc1ccncc1)c1ccc(Cl)c(S(=O)(=O)N2CCOCC2)c1	3
COc1cc(OC)c(/C=N/NC(=O)c2ccc([N+](=O)[O-])cc2)cc1Br	3
CC1NC(=O)NC1CCCCC(=O)O (stereo not given)	-2
COc1ccc(N2CC(C(=O)Nc3ccc(S(=O)(=O)N4CCOCC4)cc3)CC2=O)cc1 (stereo not given)	-8
CCCS(=O)(=O)c1nc(S(=O)(=O)c2ccc(C)cc2)c(N2CCC3(CC2)OCCO3)s1	-3
Cc1noc(C)c1C(=O)OC(C)C(=O)NC(C)c1ccc(Cl)cc1Cl (stereo not given)	0
CC1CCC(C(=O)NC(C(=O)N2CCN(c3ccccn3)CC2)C(C)C)CC1 (stereo not given)	-1
CCCOC(=O)c1ccc(NC(=O)CCC(=O)OCC)cc1	0
CCN1C(=O)[C@@H]2[C@@H](c3ccc(-c4ccc(Cl)c(Cl)c4)c(OC)c3)N3CCCC[C@@]3(C(=O)OC)[C@@H]2C1=O	4
Cc1cc(C)nc(NS(=O)(=O)c2ccc(NC(=S)NC(=O)C(C)(C)C)cc2)n1	0
O=C(Nc1ccc(Cl)c(C(F)(F)F)c1)c1ccncc1	-1
Cc1ccc(Cn2c(C3CCCN3c3nc(-c4ccc(F)cc4)cs3)nc3cc(Cl)c(Cl)cc32)cc1 (stereo not given)	3
O=C(c1ccccc1)N1CCN(C(=O)c2ccccc2)C1c1ccccc1	-1
COc1cccc(-c2cnc3c(NC=O)cc(-c4cc(C)c(O)c(C)c4)cn23)c1	-5
CN(Cc1ccccc1)S(=O)(=O)c1ccc(Cl)c(C(=O)NCCCN2CCCC2=O)c1	2
CC1(c2ccco2)NC(=O)NC1=O (stereo not given)	1
Cc1nc2ccccc2n1/N=C/c1cccnc1	2
CCN(CC)C(=O)CSc1nnc(-c2ccc(F)cc2)n1N	2
COc1cc(/C=C\C(=O)O)cc(S(=O)(=O)N2CCCCCC2)c1OC	0
O=C(COC(=O)Cc1ccc(Br)cc1)NC1CC1	-1
O=C(/C=C\c1ccc(-c2ccccc2)o1)c1ccccc1	0

Filtered by structure, the entries above containing two or more sulfur atoms.
SMILES	TbREL1 inh
S=C(Nc1ccc2snnc2c1)N1CCN(c2ccccn2)CC1	-3
c1ccc(CSc2snnc2-c2ccccc2)cc1	2
O=C(NCc1cccnc1)C1CCC(CNS(=O)(=O)c2cccc3nsnc23)CC1 (stereo not given)	-1
O=C(NCc1ccc(Cl)cc1)C(=O)NCC1OCCCN1S(=O)(=O)c1cccs1 (stereo not given)	6
CN(C(=O)CSc1ncnc2ccccc12)C1CCS(=O)(=O)C1 (stereo not given)	6
O=C(Nc1ccc(S(=O)(=O)Nc2ncccn2)cc1)c1ccc(F)c(S(=O)(=O)N2CCOCC2)c1	0
CCN(C(=O)CSc1nnnn1-c1ccc(Cl)cc1)C1CCS(=O)(=O)C1 (stereo not given)	2
O=C(NCCN1C(=O)S/C(=C\c2cccnc2)C1=O)c1cc(S(=O)(=O)N2CCOCC2)ccc1F	1
CCCN(CC1CC1)C(=O)CSc1ncnc2sccc12	0
Cc1cccc(C)c1NC(=O)C(=O)NCC1CCCN1S(=O)(=O)c1cccs1 (stereo not given)	5
COCCNc1nnc(SC(C)C(=O)Nc2ccc(-c3nc4ccc(C)cc4s3)cc2)s1 (stereo not given)	-1
CCCS(=O)(=O)c1nc(S(=O)(=O)c2ccc(C)cc2)c(N2CCC3(CC2)OCCO3)s1	-3
Cc1cc(C)nc(NS(=O)(=O)c2ccc(NC(=S)NC(=O)C(C)(C)C)cc2)n1	0

Source: PubChem (The Scripps Research Institute Molecular Screening Center)
